# IMPase inh: cell-permeable inhibitors of inositol monophosphatase (IMPase). 120,000 tested, under 10 active. inhibition (IP1 accumulation), % at 46.1 µM. CHO-M1 cells, IP1 accumulation, HTRF TR-FRET ratio. AID 901. P97697; active = well fitted curve in the direction sought with a large enough effect in the signal ratio, not every such curve was filed as active; inconclusive = small, poorly fitted or top-dose-only effect, or a change in a side signal; inactive = no such curve, though single readings can be large or run the other way; the % refers to the signal ratio;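 also: cells stimulated with carbachol in lithium chloride buffer; plate controls were DMSO basal wells for no effect and reference inhibitor wells for full effect; higher means more IMPase inhibition seen as more IP1 and lower FRET ratio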
# Target sequence (P97697 whole entry, looked up): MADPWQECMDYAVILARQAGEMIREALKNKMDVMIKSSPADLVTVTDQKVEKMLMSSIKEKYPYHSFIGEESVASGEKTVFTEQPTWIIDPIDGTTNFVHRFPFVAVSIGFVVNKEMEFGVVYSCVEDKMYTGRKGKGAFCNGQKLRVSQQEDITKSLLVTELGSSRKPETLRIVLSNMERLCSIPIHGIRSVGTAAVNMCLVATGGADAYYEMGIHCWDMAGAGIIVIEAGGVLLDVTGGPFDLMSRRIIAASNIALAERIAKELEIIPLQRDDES
#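 Carbachol-driven Gq signalling in CHO-M1 cells (2000/well) generates IP1. Compounds that block IMPase raise IP1 and so reduce the FRET signal from Eu-anti-IP1 and d2-IP1 after a 10 min room-temperature lysis.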
# 12-hLO inh: inhibitors of human 12-lipoxygenase (ALOX12); P18054; purified 12-hLO, xylenol orange hydroperoxide absorbance; Potency, µM (highest dose often 57.1 µM), for the others: at the top dose activity change, negative = inhibition, most hits filed as inhibitors; 150,000 tested, 0.12% active; AID 1452; also: potency is read from the fitted curve at half-maximal effect; nearly all actives have a fitted effect of over 55% in size; many of its hits are not listed in these tables
# Target sequence (P18054 whole entry, looked up): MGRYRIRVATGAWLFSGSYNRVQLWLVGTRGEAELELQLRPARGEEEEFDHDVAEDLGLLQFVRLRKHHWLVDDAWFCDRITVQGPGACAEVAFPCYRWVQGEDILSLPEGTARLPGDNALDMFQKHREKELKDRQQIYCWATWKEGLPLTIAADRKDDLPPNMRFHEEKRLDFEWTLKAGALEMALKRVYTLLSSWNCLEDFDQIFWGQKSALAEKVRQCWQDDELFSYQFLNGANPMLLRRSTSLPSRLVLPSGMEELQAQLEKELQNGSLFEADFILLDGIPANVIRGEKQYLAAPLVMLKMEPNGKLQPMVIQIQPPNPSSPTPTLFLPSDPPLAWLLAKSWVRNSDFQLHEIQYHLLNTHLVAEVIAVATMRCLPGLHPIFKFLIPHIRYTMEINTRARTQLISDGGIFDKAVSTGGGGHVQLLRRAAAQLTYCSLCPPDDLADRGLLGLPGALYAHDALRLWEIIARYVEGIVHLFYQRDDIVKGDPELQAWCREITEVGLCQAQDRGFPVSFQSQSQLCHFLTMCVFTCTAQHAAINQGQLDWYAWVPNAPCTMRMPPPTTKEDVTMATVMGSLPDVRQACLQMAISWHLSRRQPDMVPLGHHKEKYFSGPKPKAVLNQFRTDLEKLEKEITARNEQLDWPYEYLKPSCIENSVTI
#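 Xylenol orange chromogenic assay: hydroperoxide from 12hLO oxidises Fe(II), giving red-shifted Fe(III)-XO absorbance. Conditions: 150 nM enzyme, 40 uM arachidonic acid, 25 mM Hepes pH 7.0, 0.01% Triton X-100, 30 min, room temperature.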
# 15-hLO-2 inh: 15-hLO-2 (ALOX15B) enzyme inhibition. Potency, µM (doses to about 57.1 µM), for the others: at the highest dose activity change, negative = inhibition, usual class: inhibitors. 110,000 tested, 0.56% active. purified 15hLO-2, xylenol orange hydroperoxide absorbance; also: potency is read from the fitted curve at half-maximal effect; nearly all actives have a fitted effect of over 60% in size; many of its hits are not listed in these tables
#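 Purified human 15hLO-2 (50 nM final) preincubated with compounds 15 min at room temperature in 25 mM Hepes pH 7.5, 0.01% Triton X-100, then 45 uM arachidonic acid added for 90 min; hydroperoxide detected via ferrous/xylenol orange, 573/405 nm absorbance ratio.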
# PNC assembly inh: perinucleolar compartment assembly inhibition. PC3M PTB-GFP, PNC prevalence imaging, 16 h; stronger effect = lower value. activity change (PNC), negative = inhibition, % at 10 µM. 140,000 tested, 3.1% active;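 active = readout at or below -70, meaning at least 70% loss of cells showing the perinucleolar compartment, a nuclear body marking cancer cells; inconclusive = readout between -30 and a set limit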;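 also: plate controls were DMSO wells for no effect and camptothecin positive control wells for full effect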
#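 PC3M cells stably expressing PTB-GFP, 750–1000 cells/well, treated 16 h at 37 °C with compound (23 nl of library stock), in duplicate. After paraformaldehyde fixation and Hoechst stain, imaged at 20x; PNC prevalence scored by image analysis.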
# Starred values were filed as active, the others as inactive; u = inconclusive; x = not tested or not shown; & = joins results of further samples; [ ] = remark or other dose. Unless noted, calls follow the shape of the dose curve; as a rule, active = well fitted curve in the direction sought with a large enough effect; inconclusive = small, poorly fitted or top-dose-only effect, or another doubt; inactive = no such curve, though single readings can be large; an effect the other way counts as inactive or inconclusive. Unless noted, % is scaled to controls: 0 for no effect and ±100 for the full control effect. Only part of the results is shown; count on the stated rates, not on these rows.
smiles | 12-hLO inh | IMPase inh | PNC assembly inh | 15-hLO-2 inh
CC(C)/C=N/NC(=O)c1ccc(Cl)cc1 | 2% | x | -20 | x
Cc1ccc(NC(=O)c2ccccc2NC(=O)Cc2ccccc2)cc1 | -4% | x | u | x
CCCCC1S/C(=N/N=C/c2ccco2)NC1=O (stereo not given) | -2% | x | -6 | x
COCCNC(=O)C1CC(c2ccc([N+](=O)[O-])cc2)=NO1 (stereo not given) | -10% | 6 | -15 | -1%
O=C(Nc1ccccc1)Nc1ccc(C(=O)N2CCOCC2)cc1 | 7% | -4 | -5 | 0%
Cc1ccc(-c2nn(CC(=O)NC(C)c3ccccc3)c(=O)c3ccccc23)cc1 (stereo not given) | 3% | 18 | 44 | -13%
O=C(Nc1ccc(Cl)cc1)c1ccc(-n2cccn2)c([N+](=O)[O-])c1 | -3% | 18 | 28 | 10%
C=C1c2cc(C)ccc2NC(=O)N1c1ccc(C)cc1 | 0% | -6 | 61 | -25%
CCN(CC)C(=O)C1CCCN(Cc2ccc(N(C)C)cc2)C1 (stereo not given) | -2% | -3 | 32 | -3%
CCCCOCCO | 1%&1% | x | x | 5%&-1%
O=C(/C=C/c1ccccc1)Nc1ccc(CN2CCOCC2)cc1 | 0% | 3 | -7 | x
O=C(NCc1ccc2c(c1)OCO2)C1CCCN1C(=O)Nc1ccc(F)cc1 (stereo not given) | -4% | 3 | -7 | -2%
Cc1ccc(/C=N/N2CCN(Cc3ccccc3)CC2)o1 | -12% | 2 | 29 | -1%
Cc1cc(C)c(S(=O)(=O)NCC2CCC(C(=O)NCc3ccc4c(c3)OCO4)CC2)c(C)c1 (stereo not given) | -8% | -2 | 12 | -1%
COC(=O)c1c(NC(=O)c2ccoc2C)sc2c1CCC2 | -6% | u | -109* | -12%
O=C(NCCC1=CCCCC1)C1CCCN(S(=O)(=O)c2cccnc2)C1 (stereo not given) | -5% | 5 | 29 | -1%
O=S1(=O)C[C@H]2NC(=S)N(c3ccccc3)[C@H]2C1 | -1% | -2 | 18 | x
CCOc1ccc(CN(CCO)CCO)cc1C(=O)OC | 1% | 9 | u | -2%
Cc1ccc2nc(N3CCC(C(=O)O)CC3)nc(-c3ccccc3)c2c1 | -6% | -10 | u | -12%
NC(=O)c1oc2ccccc2c1NC(=O)c1ccccc1 | 0% | -6 | 0 | -9%

# Structural class, the entries above containing a Cl atom (2)
smiles | 12-hLO inh | IMPase inh | PNC assembly inh | 15-hLO-2 inh
CC(C)/C=N/NC(=O)c1ccc(Cl)cc1 | 2% | x | -20 | x
O=C(Nc1ccc(Cl)cc1)c1ccc(-n2cccn2)c([N+](=O)[O-])c1 | -3% | 18 | 28 | 10%

# (continued)
smiles | 12-hLO inh | IMPase inh | PNC assembly inh | 15-hLO-2 inh
Cc1cccc(NC(=O)c2ccc([N+](=O)[O-])s2)c1C | -6% | -2 | u | x
O=c1c(O)c(-c2ccc(O)cc2)oc2ccc(O)cc12 | 0% | 1 | x | -13%
Cc1ccc(S(=O)(=O)NCC(=O)Nc2ccc(C(F)(F)F)cc2)cc1 | -2% | u | -27 | -3%
CCCn1c(=O)c(C(=O)NNS(=O)(=O)c2ccc(Cl)cc2)c(O)c2ccccc21 | -16% | x | 12 | x
O=C(CSc1oc(-c2ccco2)nc1S(=O)(=O)c1ccccc1)NCC1CCCO1 (stereo not given) | -2% | 9 | -15 | x
O=C(NN1CCOCC1)c1cccc2ccccc12 | 2% | 2 | -22 | x
Cc1cc(SCCC(=O)O)nc2c(C)cccc12 | 9% | u | -26 | 7%
CC(C)(C)OC(=O)N1CCC(C(N)=O)CC1 | -2% | 1 | -30 | x
CSC(=N/N=C(\N)c1cnccn1)SC | 2% | x | 1 | x
COC(=O)C(C#N)c1nc2ccccc2nc1N1CCN(Cc2ccc3c(c2)OCO3)CC1 (stereo not given) | -5% | 2 | -23 | 21%
COc1cc(NC(=O)c2ccco2)ccc1NC(=O)c1ccccc1Cl | -4% | 9 | 51 | -3%
O=C(N[C@@H](c1ccccc1)[C@@H]1C[C@H]1C(=O)NCc1ccccc1)OCc1ccccc1 | 1% | x | x | 22%
Cc1csc(NC(=O)CSc2nnc(Cc3cccn3C)n2-c2ccc(F)cc2)n1 | -2% | -1 | u | -2%
CCOC(=O)N1CCC(NC(=O)c2cc3sccc3n2CC)CC1 | -5% | -6 | -26 | -3%
Cn1c(=O)c2c(ncn2CC(O)CNc2ccc(Cl)cc2)n(C)c1=O (stereo not given) | -2% | 7 | u | -1%
COc1ccc(C(=O)NCc2ccccn2)cc1 | 0% | 7 | u | x
O=C(Nc1ccc(-c2nnc3n2CCCCC3)cc1)c1cnccn1 | -4% | u | -18 | 9%
CC(=O)C1=C(O)C(=O)N(CCc2ccccc2)C1c1ccccc1[N+](=O)[O-] (stereo not given) | 1% | x | -17 | x
COC(=O)/C(=N/Nc1cccc(C)c1)N1CCCc2ccccc21 | -8% | x | u | x
COc1cc(OC)c2c(c1)OC(=O)CC2c1ccccc1OC (stereo not given) | 0%[0.00818 µM] | x | x | 10%[0.0915 µM]
COc1ccc2[nH]c(C)c(CCN(Cc3cccs3)C(=S)Nc3cccc(F)c3)c2c1 | u | 9 | 33 | -15%
N#CCCn1c(=O)c(-c2cccs2)nc2cnc(Oc3ccccc3)nc21 | -4% | x | x | -6%
Cc1nnc(SCC(C)C)[nH]c1=O | 6% | -2 | 7 | -8%
Cc1nc2nc(C)c(CCC(=O)NC(C)c3ccc4c(c3)OCCO4)c(C)n2n1 (stereo not given) | 1% | -7 | 36 | 4%
CCc1c(C)n2nc(C)cc2[nH]c1=O | 2% | -12 | u | 1%
COC(CNC(=O)c1ccc(N2CCc3ccccc32)c([N+](=O)[O-])c1)OC | -4% | 10 | 13 | x
O=C(NCCCNCc1ccccc1)c1ccccn1 | 2% | -11 | -21 | -4%
O=C1c2ccccc2-c2ccc(N=[N+]([O-])c3ccc4c(c3)C(=O)c3ccccc3-4)cc21 | 2%[11.4 µM] | x | x | -2%[11.4 µM]
CCS(=O)(=O)Nc1cc(-c2nc3cccnc3s2)ccc1C | 0% | -9 | 1 | -13%
CCOC(=O)CSc1nc2sccc2c(=O)[nH]1 | 2% | 0 | -18 | 0%
O=C(/C=C/c1ccccc1)OC1CC(O)C2(O)C=CO[C@@H](OC3OC(CO)C(O)C(O)C3O)C12 (stereo not given in full) | -7% | x | x | -7%
COc1ccc(-c2n[nH]c(=S)n2C2CCCCC2)cc1 | -26% | 2 | u | -18%
COc1ccc(-c2nnc3ccc(SC)nn23)cc1 | 1% | 9 | -12 | -16%
CCC(C)[C@@H](C(=O)Nc1ccc(OC)c(OC)c1)N1Cc2ccccc2C1=O (stereo not given in full) | -12% | 9 | 32 | 10%
CCc1c(C)nc2ccc(Br)cc2c1SCCC#N | -3% | x | -21 | x
COc1cccc(-c2nn(C)c3sc(C(=O)NCc4ccc(C)cc4)cc23)c1 | 3% | -3 | 44 | 9%
NC1=NC2(CCCCC2)N(c2cccc(Cl)c2)C(N)=N1 | 2% | 9 | u | 11%
COC(=O)N/N=C(\C)c1ccc2ccccc2c1OC(F)F | -1% | x | 68 | x
Cc1ccc(SCC(=O)Nc2ccccc2C(=O)N2CCOCC2)cc1 | 4% | -1 | -5 | x
N#CCSc1nc2c(cc1C#N)CCCC2 | -6% | -6 | -18 | 8%
CCCc1cc(C(=O)NNC(=S)Nc2cccc(C)c2)cs1 | -18% | x | -20 | x
Cc1ccc2[nH]c3c(N4CCCCCC4)ncnc3c2c1 | 3% | 16 | u | 48%[activator]
CC1=C(C#N)C(=O)OC(C)(C)C1 | 3% | -4 | u | 3%
CCn1c(CNc2cccc(Cl)c2)nnc1SCC(=O)OC1CCCCC1 | -3% | 17 | 45 | 7%
O=C(COc1ccc(Cl)cc1Cl)NCc1ccncc1 | -20% | 0 | -23 | 11%
N#C/C(=C\c1ccc(-c2cccc(Cl)c2)o1)C(=O)Nc1cccc2cccnc12 | -5% | -10 | 13 | u
CN1CCN(C2Cc3ccccc3Sc3ccc(S)cc32)CC1 (stereo not given) | 3%[0.00818 µM] | x | x | 30%[activator][0.0915 µM]
Cc1ccc(C(=O)Nc2ccc(O)cc2C(=O)O)cc1 | 6% | 2 | -18 | -1%
Cc1noc(C)c1S(=O)(=O)NCC(=O)O | 4% | -5 | -28 | 1%
COc1ccc(C(=O)N2c3ccccc3C=CC2C#N)cc1 (stereo not given) | -2% | x | -19 | x
Clc1ccccc1-c1ccc(/C=N/n2cnnc2)o1 | -1% | -8 | 12 | -9%
CCN(CC)S(=O)(=O)c1cccc(C(=O)c2c(C)cc3ccccn23)c1 | -7% | x | -94* | x
CCC(=O)Nc1sc2c(c1C(N)=O)CCN(C(C)=O)C2 | -4% | -8 | 47 | x
O=c1cc(-c2cccc3ccccc23)[nH][nH]1 | -3% | -2[0.0738 µM] | -20 | x
Cc1ccc(Cl)cc1NC(=O)c1cccc(OC(F)F)c1 | -4% | 3 | 16 | -23%
COCCn1nnnc1C(c1ccccc1OC)N1CCN(c2ccccc2)CC1 (stereo not given) | -5% | 5 | 29 | -10%
O=c1c(C=Nc2ccc(Oc3ccccc3)cc2)c[nH]n1-c1cccc(Cl)n1 | 5% | 6 | u | -5%
CCCN1Cc2cccc(C(=O)N3CCN(c4cc(Cl)ccc4C)CC3)c2C1=O | -10% | 2 | -22 | -2%
Cc1cc(OCC(=O)O/N=C(\N)c2ccccc2)ccc1Br | 3% | x | 6 | x
O=C(NNc1nc2cc3c(cc2s1)OCO3)c1cccc(F)c1 | -8% | x | 42 | x

# More structures.
smiles | 12-hLO inh | IMPase inh | PNC assembly inh | 15-hLO-2 inh
Cc1nc2sc3c(c2c(=N)n1N)CC(C)(C)OC3 | 4% | -6 | 11 | -3%
Cn1c(CN2CCOCC2)nc2cc(NC(=O)c3ccc(Cl)cc3)ccc21 | -6% | 5 | 16 | 18%
CCn1c(SC/C=C/c2ccccc2)nnc1-c1cnccn1 | -10% | u | -17 | -5%
COC(=O)C1=NN(c2ccccc2)C2C(=O)N(c3ccccc3OC)C(=O)C12 (stereo not given) | -3% | x | -20 | x
Cc1ccc(-n2nnnc2SCC(=O)N2c3ccccc3NC(=O)C2(C)C)cc1 | -7% | 5 | -100* | -1%
CCCCCCSc1ncc(C#N)c(N)n1 | 2% | 11 | 50 | 9%
NC(=O)[C@@H]1CCCCNc2c(I)cc([N+](=O)[O-])cc2C(=O)N[C@@H](CCC(=O)O)C(=O)N[C@@H](CO)C(=O)N1 | -7% | x | 19 | x
O=C(Nc1ccc2oc(-c3ccccc3)nc2c1)c1ccccc1F | -1% | 7 | u | x
COc1ccc2c(c1)C1(Nc3ccccc3-c3nc4ccccc4n31)C(=O)N2 (stereo not given) | -6% | 5 | -3 | -2%
O=C(CCNS(=O)(=O)c1cccs1)NCc1cccs1 | 0% | -6 | 11 | 1%
COc1ccc(O)c(C(=O)c2cnn(C(=O)c3cc(C)oc3C)c2)c1 | -9% | -8 | 13 | -14%
C=CCSC1=C(C#N)C(c2ccccc2OCC)CC(=O)N1 (stereo not given) | -5% | 7 | u | -2%
O=c1c(-c2ccccc2)nc2cnc(N3CCOCC3)nc2n1-c1ccccc1 | 0% | x | x | -2%
O=C(CSc1nc2ccccc2c(=O)n1-c1ccccc1F)Nc1ccc2c(c1)CCC2 | 2% | x | -4 | x
CC(=O)OC[C@H]1O[C@H](C/C=N/OC[C@@H](O)[C@H]2O[C@@H]3OC(C)(C)O[C@@H]3[C@H]2O)C=C[C@@H]1OC(C)=O | 4% | x | 51 | x
CCC1Sc2ccccc2N(CC(=O)NC2CCCC2)C1=O (stereo not given) | 6% | -1 | 31 | x
Cc1ccc(-c2ccc(SCC(=O)Nc3ccc4c(c3)OCCO4)nn2)cc1 | -4% | 1 | -8 | x
O=S(Cc1ccc(Cl)cc1)CC(O)COc1ccc(Cl)cc1 (stereo not given) | -10% | 2 | 25 | 4%

# Bioassay records (PubChem BioAssay)
